BLM inh – Bloom syndrome helicase (human) inhibition; P54132; recombinant BLM DNA unwinding, fluorescence dequenching; Potency, µM (titrated, usually from 56.1 µM), for inactives: at the highest dose activity change, negative = inhibition, actives largely listed as inhibitors; 350,000 compounds, 0.2% hits; AID 2528;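 note: potency is the fitted concentration of half-maximal effect; plate controls were vehicle for no effect and no enzyme for full effect; nearly all actives have a fitted effect of over 35% in size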
ALOX12 inh – blocks human arachidonate 12S-lipoxygenase; P18054; purified 12hLO, xylenol orange hydroperoxide absorbance; Potency, µM (titrated, usually from 108 µM), without a hit: top-dose activity change, negative = inhibition, actives largely listed as inhibitors; 580,000 compounds, 1.1% hits; AID 1671190; note: potency is the fitted concentration of half-maximal effect; % is set by controls: 0 for no effect and ±100 for the full control effect
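Purified human 12hLO at 150 nM in 25 mM Hepes, 0.01% Triton X-100, pH 7.0, preincubated 15 min at room temperature with compound. Reaction started with 40 uM arachidonic acid, 30 min at room temperature. Hydroperoxide measured by Fe-xylenol orange, 573/405 nm absorbance ratio.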
Pol beta inh – blocks human DNA polymerase beta activity | Pol beta primer extension/strand displacement, fluorescence kinetic | P06746 | AID 485314 | Potency, µM (doses to about 114 µM), for inactives: top-dose activity change, negative = inhibition, hits mostly inhibitors | 340,000 compounds, 1.3% hits; note: potency is the fitted concentration of half-maximal effect; % is set by controls: 0 for no effect and ±100 for the full control effect
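Human Pol beta at 10 nM; strand-displacement substrate 50 nM final. Compound exposure 15 min at room temperature before start, reaction 10 min at room temperature.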
Apoferritin bind – candidate novel general anesthetic via apoferritin binding; Potency, µM (titrated, usually from 77.5 µM), inactives show at the top dose activity change, negative = displacement, most hits filed as inhibitors; apoferritin/1-aminoanthracene competitive binding, fluorescence; AID 485281; 350,000 compounds, 0.074% hits; note: potency is the fitted concentration of half-maximal effect; % is set by controls: 0 for no effect and ±100 for the full control effect; nearly all actives have a fitted effect of over 20% in size
Target sequence (P02791 2-175 limits assumed): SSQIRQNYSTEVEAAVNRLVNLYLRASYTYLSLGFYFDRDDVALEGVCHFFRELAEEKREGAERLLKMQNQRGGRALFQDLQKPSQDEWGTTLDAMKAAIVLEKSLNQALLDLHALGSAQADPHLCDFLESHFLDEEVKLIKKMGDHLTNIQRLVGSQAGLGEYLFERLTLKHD
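Apoferritin-based anesthetic binding model; compound displacement of fluorescent 1-AMA measured as endpoint fluorescence after 10 minutes at room temperature, scaled to free-ligand and complex controls.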
ERG Ets-DNA blk – blocks human ERG Ets domain binding to DNA. P11308. fluorescence polarization, His-ERG Ets domain / labelled DNA. Potency, µM (top dose mostly 76.9 µM), inactives show top-dose FP activity, negative = inhibition, hits mostly inhibitors. 370,000 compounds, 0.028% hits; active = well fitted inhibition curve with a large enough effect in the polarisation, with a control signal flat; inconclusive = small, poorly fitted or top-dose-only effect, or effect the other way, or a change in a side signal; inactive = no such curve, though single readings can be large or run the other way; the % refers to the polarisation;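 note: polarization taken with two DNA probes labelled with fluorescein and Texas red; potency is the fitted concentration of half-maximal effect; % of control where 0% means no effect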
Target sequence (P11308 whole entry, looked up, the tested form may be a part): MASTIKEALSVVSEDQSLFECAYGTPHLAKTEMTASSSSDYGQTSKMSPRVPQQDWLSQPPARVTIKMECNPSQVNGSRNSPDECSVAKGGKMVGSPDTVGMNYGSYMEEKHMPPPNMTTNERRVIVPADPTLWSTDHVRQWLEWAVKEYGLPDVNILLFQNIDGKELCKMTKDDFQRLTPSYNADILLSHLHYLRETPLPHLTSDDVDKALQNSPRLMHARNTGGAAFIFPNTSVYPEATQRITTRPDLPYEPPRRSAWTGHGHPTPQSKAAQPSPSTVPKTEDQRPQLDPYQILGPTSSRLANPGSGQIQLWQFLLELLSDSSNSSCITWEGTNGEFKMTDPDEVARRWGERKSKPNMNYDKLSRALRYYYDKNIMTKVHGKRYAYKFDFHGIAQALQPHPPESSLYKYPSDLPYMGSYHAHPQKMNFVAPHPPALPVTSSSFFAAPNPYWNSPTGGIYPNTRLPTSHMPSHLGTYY
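His-tagged ERG Ets domain (1 uM in the protein solution; 300mM KCl, 50mM Tris-HCl, 1mM EDTA, 1mM DTT, pH 7.5) received compound, then a probe mix of 5 nM fluorescein-DNA and 100nM Texas-615-DNA. Fluorescence polarization was read for both dyes.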
TRHR agonist – TRH receptor (human) agonism | P34981 | TRHR cells, calcium flux fluo-8, FDSS agonist mode | activation, % at 2 µM | 360,000 compounds, 0.18% hits | AID 493084; in the data active = activation above about 30%; note: 0% is about no effect
Target sequence (P34981 whole entry, looked up): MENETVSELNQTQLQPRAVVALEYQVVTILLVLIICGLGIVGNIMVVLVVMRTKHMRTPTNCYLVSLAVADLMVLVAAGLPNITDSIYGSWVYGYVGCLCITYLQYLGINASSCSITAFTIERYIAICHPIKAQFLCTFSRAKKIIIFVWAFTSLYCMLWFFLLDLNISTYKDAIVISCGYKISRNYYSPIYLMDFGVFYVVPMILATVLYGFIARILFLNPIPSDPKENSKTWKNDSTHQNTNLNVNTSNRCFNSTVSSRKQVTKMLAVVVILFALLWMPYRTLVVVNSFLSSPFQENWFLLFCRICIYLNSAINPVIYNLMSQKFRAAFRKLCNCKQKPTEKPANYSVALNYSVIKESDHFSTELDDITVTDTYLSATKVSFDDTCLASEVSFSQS
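TRHR-expressing cells loaded with fluo-8 calcium dye; 23 nL library compound pin-transferred, kinetic FDSS fluorescence (Ex 480/Em 530) recorded about 180 s for agonist-induced calcium release, before a 10 nM TRH EC20 addition for potentiator mode.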
POLK inh – DNA polymerase kappa (human) inhibition | Q9UBT6 | purified Pol kappa, fluorescent DNA synthesis assay, 10 min | Potency, µM (highest dose often 107 µM), without a hit: at the highest dose activity, negative = inhibition, hits mostly inhibitors | 400,000 compounds, 0.53% hits; note: potency is the fitted concentration of half-maximal effect; % is set by controls: 0 for no effect and ±100 for the full control effect
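Kinetic fluorescence readout at 0 and 10 min followed reaction start with substrate at 50 nM final. Beforehand, enzyme (10 nM Pol kappa) stood 15 min with compound at room temperature; buffer-only wells were negative controls.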
Pol iota inh – blocks human DNA polymerase iota activity | Pol iota fluorescent replication assay, 10 min | Potency, µM (top dose mostly 115 µM), inactives show at the highest dose activity, negative = inhibition, usual class: inhibitors | 390,000 compounds, 1% hits | AID 588590; note: potency is the fitted concentration of half-maximal effect
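Fluorescent replication assay read twice, at 0 min and 10 min after adding 50 nM (final) substrate. Enzyme (10 nM) and compounds were first incubated 15 min at room temperature; enzyme-free buffer wells were negative controls.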
APE1 inh – inhibitors of human APE1 endonuclease | Potency, µM (highest dose often 65.8 µM), for inactives: at the highest dose activity change, negative = inhibition, hits mostly inhibitors | AID 2517 | P27695 | 350,000 compounds, 0.35% hits | recombinant APE1, TAMRA/BHQ-2 abasic DNA cleavage fluorescence;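 note: potency is the fitted concentration of half-maximal effect; plate controls were vehicle for no effect and reference inhibitor for full effect; nearly all actives have a fitted effect of over 55% in size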
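0.75 nM APE1 + cpd, 15 min RT; start w/ 50 nM TAMRA/BHQ-2 THF-abasic dsDNA; kinetic fluor 525/598 nm ×3 reads @60 s; Δ(read3−read1); normalized to DMSO and NSC13755 control wells.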
* hit, by the source's call; ? = inconclusive; . = no result given; & = joins results of further samples; [ ] = another dose, or the depositor's remark. Unless noted, calls come from the whole dose curve; as a rule, active = well fitted curve in the direction sought with a large enough effect; inconclusive = small, poorly fitted or top-dose-only effect, or another doubt; inactive = no such curve, though single readings can be large; an effect the other way counts as inactive or inconclusive.

molecule | BLM inh | ALOX12 inh | Pol beta inh | Apoferritin bind | ERG Ets-DNA blk | TRHR agonist | POLK inh | Pol iota inh | APE1 inh
Cc1ccc(C#CC[N+]2(C)CCCCC2)cc1 | 0% | -18%&4% | ? | 1% | -2% | 0.2 | -1% | 45%[activator] | 0%
O=C(Cc1ccc(Br)cc1)N1CCc2ccccc2C1 | -7% | 13% | 2% | -18% | -16% | -0.5 | -2% | 3% | -12%
O=C(NNC(=S)Nc1ccccc1)c1cccc(S(=O)(=O)N2CCOCC2)c1 | -1% | 0% | 4% | -4% | -14% | 0.2 | 7% | 82%[activator] | -3%
CCOC(=O)c1ccc(NC(=O)CC2C(=O)N(c3cccc(OC)c3)C(=O)N2C2CCCCC2)cc1 (configuration not stated) | -10% | -17% | 1% | -10% | -6% | 0.8 | -3% | 9% | .
COc1ccc(-c2nc(CS(=O)CC(=O)NC3CCCC(C)C3C)c(C)o2)cc1OC (configuration not stated) | 1% | -14% | 17% | -24% | -1% | -2.1 | -2% | 21% | 67%[activator]
Cc1ccc(C(=O)NC2CCCc3ccccc32)o1 (configuration not stated) | 0% | -23% | -25% | ? | 2% | -0.3 | 0% | -4% | -1%
CCc1ccc(C(=O)Nc2ccc3nn(-c4ccc(C)c(Cl)c4)nc3c2)cc1 | -13% | -28% | 8% | 5% | 11% | 1.3 | -2% | 13% | .
Cc1ccc(CNC(=O)c2ccc(N3CCC4(CC3)CC(c3cccc(Br)c3)=NO4)c(NC(=O)c3ccccc3)c2)cc1 | . | -10% | . | . | 15% | 0.5 | -1% | ? | 25%
CCOc1ccc(OCC)c(NC(=O)CCn2cccc2)c1 | 0% | 377%[activator] | 5% | -6% | 4% | -0.8 | 2% | -10% | -2%
COCCN1C(=O)C(=O)/C(=C(/O)c2cccc(OC)c2)C1c1ccncc1 (configuration not stated) | 3% | ? | 5% | -19% | -5% | -2.3 | -3% | 4% | 3%
COc1ccc(CNC(=O)CN2C(=O)CCn3nc(-c4ccccc4)cc32)c(OC)c1 | 2% | -10% | 9% | -6% | 5% | -0.2 | 1% | -8% | .
N#CC(C#N)=c1ccc2c(c1)N1C(c3ccccc3)=CC(c3ccccc3)C3CCCCC31N=2 (configuration not stated) | -3% | -7% | 1% | 6% | 15% | -0.8 | 2% | 58%[activator] | 6%

Some of the entries above in a different format:
Cc1ccc(C(=O)NC2CCCc3ccccc32)o1 (configuration not stated)
  BLM inh: 0%
  ALOX12 inh: -23%
  Pol beta inh: -25%
  Apoferritin bind: ?
  ERG Ets-DNA blk: 2%
  TRHR agonist: -0.3
  POLK inh: 0%
  Pol iota inh: -4%
  APE1 inh: -1%
CCc1ccc(C(=O)Nc2ccc3nn(-c4ccc(C)c(Cl)c4)nc3c2)cc1
  BLM inh: -13%
  ALOX12 inh: -28%
  Pol beta inh: 8%
  Apoferritin bind: 5%
  ERG Ets-DNA blk: 11%
  TRHR agonist: 1.3
  POLK inh: -2%
  Pol iota inh: 13%
  APE1 inh: .
Cc1ccc(C#CC[N+]2(C)CCCCC2)cc1
  BLM inh: 0%
  ALOX12 inh: -18%&4%
  Pol beta inh: ?
  Apoferritin bind: 1%
  ERG Ets-DNA blk: -2%
  TRHR agonist: 0.2
  POLK inh: -1%
  Pol iota inh: 45%[activator]
  APE1 inh: 0%
CCOC(=O)c1ccc(NC(=O)CC2C(=O)N(c3cccc(OC)c3)C(=O)N2C2CCCCC2)cc1 (configuration not stated)
  BLM inh: -10%
  ALOX12 inh: -17%
  Pol beta inh: 1%
  Apoferritin bind: -10%
  ERG Ets-DNA blk: -6%
  TRHR agonist: 0.8
  POLK inh: -3%
  Pol iota inh: 9%
  APE1 inh: .

(continued)
molecule | BLM inh | ALOX12 inh | Pol beta inh | Apoferritin bind | ERG Ets-DNA blk | TRHR agonist | POLK inh | Pol iota inh | APE1 inh
CCc1cc(CNC(=O)CC2C(=O)NCCN2Cc2ccc(-c3ccccc3)cc2)on1 (configuration not stated) | -4% | -27% | 7% | -1% | 2% | -0.1 | 5% | 32%[activator] | -2%
CCn1c(SCC(=O)Nc2cc(C)on2)nnc1-c1cccs1 | 2% | -9% | 28% | -15% | -9% | -0.9 | -11% | 19% | 3%
O=C(NCc1cccc2ccccc12)Nc1ccccc1 | -4% | 0% | -12% | -12% | 4% | -1.8 | -11% | -4% | -8%
Cc1ccc(Nc2nc(N3CCOCC3)c3ccccc3n2)cc1 | -5% | ? | -1% | -16% | 4% | -0.4 | 0% | -11% | 5%
CSC1=NCCN1C(=O)c1cccs1 | -1% | 5% | 21% | -15% | -15% | 0.0 | 3% | -1% | -3%
COc1ccc(-c2noc(CCC(=O)N3CCN(c4ccc(Cl)cc4)CC3)n2)cc1 | . | 13% | . | . | -11% | . | 0% | 11% | 21%
COCCC(=O)N1CCC(Oc2ccc(C(=O)NCc3cc(C)n(C)n3)cc2)CC1 | 1% | 4% | 14% | 6% | -4% | 0.7 | -2% | 14% | 2%
CC(=O)C1=C(O)C(=O)N(Cc2cccnc2)C1c1ccc(Cl)cc1Cl (configuration not stated) | -10% | -11% | 41% | 34%[activator] | . | -0.7 | -11% | 11% | 5%
Cc1ccc(NS(=O)(=O)c2ccc(NC(=O)N3CCCCC3)cc2)cc1 | -3% | -1% | 2% | -21% | -2% | 3.2 | 0% | 25% | -9%
CC(Oc1ccc2c(-c3ccccc3)cc(=O)oc2c1)C(=O)NCCCn1ccnc1 (configuration not stated) | -1% | 16% | 18% | -16% | -2% | 0.2 | 4% | 19% | 14%
Cc1ccc(N(C(=O)C2COc3ccccc3O2)C(C(=O)NC2CCCCC2)c2cn(C)nc2C)cc1 (configuration not stated) | -2% | . | 4% | -14% | . | -1.1 | . | . | 3%
COc1cccc(CNC(=O)CCc2cn(Cc3ccccc3Cl)c3ccccc23)c1 | -9% | -25% | -5% | 432%[activator] | -2% | -0.6 | -8% | 24% | .

Remaining list, next part
molecule | BLM inh | ALOX12 inh | Pol beta inh | Apoferritin bind | ERG Ets-DNA blk | TRHR agonist | POLK inh | Pol iota inh | APE1 inh
Cc1cc(C)n2nc(C(=O)Nc3cccc(S(=O)(=O)N(C)c4ccccc4)c3)nc2n1 | 0% | 11% | 0% | ? | -2% | -0.5 | 5% | 28% | 8%
O=C(Nc1ccc(F)cc1F)c1cc2c(=O)n3ccccc3nc2s1 | -8% | -35% | -1% | 177%[activator] | 1% | -0.2 | 1% | ? | .
CCNC(=O)CSc1nc2ccccc2c(=O)n1-c1cccc(OC)c1 | -2% | 14% | 19% | -4% | 6% | 1.0 | -3% | 112%[activator] | -3%
CC(C)(C)c1ccc(S(=O)(=O)NCC(=O)N2CCN(C(=O)c3ccco3)CC2)cc1 | 0% | -6% | 3% | -19% | -2% | 0.1 | -7% | 32% | -2%
Cc1ccc(NS(=O)(=O)c2ccc3c(c2)NC(=O)C(C)C(=O)N3)cc1C (configuration not stated) | 2% | 14% | -17% | -19% | 4% | 1.0 | -2% | 10% | 41%[activator]
O=C(CN1CCN(c2ccc(Cl)cc2)CC1)Nc1ccc(F)c(F)c1 | 3%&-6% | ? | 28%&-11% | -12%&-10% | 3%&0% | 0.1&0.9 | -9% | 6%&17% | 9%
CCOC(=O)c1[nH]c(C)c(C(=O)OCC(=O)NC(=O)NC(C)(C)C)c1C | 1% | 1% | 76% | -12% | 4% | -0.2 | -5% | 21% | -2%
OC(CN1C2=NCCCN2c2ccccc21)c1ccc2c(c1)OCO2 (configuration not stated) | -7% | -6% | 22% | -8% | -2% | 1.8 | -7% | 11% | -8%
CC(O)c1nc(C(C)O)n(CC(=O)c2ccccc2)n1 (configuration not stated) | . | 2% | . | . | 7% | -0.3 | -1% | 11% | 21%
Cc1ccc(NC(=O)CN(C)C(=O)c2ccccc2Cc2ccccc2)cc1 | . | -2% | . | . | -2% | 0.1 | -21% | ? | 2%
CCOc1ccc(NC(=O)c2c(N)n(C)c(=O)[nH]c2=O)cc1 | . | -11% | . | . | -16% | . | 7% | ? | .
Cc1ccccc1C(=O)Nc1cc2c(cc1N1CCOCC1)n(C)c(=O)n2C | -3% | -16% | 33% | -6% | 6% | -0.2 | 8% | 29% | .

(cont.)
molecule | BLM inh | ALOX12 inh | Pol beta inh | Apoferritin bind | ERG Ets-DNA blk | TRHR agonist | POLK inh | Pol iota inh | APE1 inh
COc1ccc(C)cc1S(=O)(=O)N(C)CC(=O)NC1CC1 | -3% | -8% | 3% | 0% | -9% | -0.2 | -12% | -6% | 0%
Cc1cc(C)nc(SCc2nc3ncccn3c2Br)n1 | -2% | 0% | 0% | 62%[activator] | -8% | 0.0 | -2% | -11% | 1%
Cc1ccc(NC(=O)CCC(=O)NNC(=O)c2cccs2)c(C)c1 | -2% | 1% | 11% | -12% | 5% | -0.2 | -7% | 14% | -1%
CCCCOc1ccc(CN=C(N)N)cc1Cl | 2% | 0% | 0% | ? | 7% | 0.2 | 0% | 4% | 0%
COc1ccc(C(=O)O/N=C(/c2cccs2)C(C)(C)C)cc1 | -9% | ? | 1% | -17% | -5% | -0.2 | -14% | 16% | -6%
CCOc1ccc(-n2nc3c(=S)[nH]nc(C)c3c2C)cc1 | -4% | 5% | 16% | 3% | 2% | -0.5 | -4% | 20% | 4%
Cc1cc(N2C(=O)C(O)=C(C(=O)c3ccco3)C2c2cccc(Cl)c2)no1 (configuration not stated) | -2% | ? | -1% | -13% | -11% | -0.6 | -9% | ? | -6%
CCOCCCNC(=O)C(NC(=O)Cc1cccs1)c1ccc(C)cc1 (configuration not stated) | -2% | 0% | 72% | -4% | 11% | -0.6 | -5% | 39%[activator] | ?

Assay outcomes (PubChem)

An excerpt. The share of hits here may be higher or lower than overall.
